# Compound activity as filed in PubChem.
# S100A4 MyoIIA: inhibitors of S100A4-myosin IIA peptide binding, primary screen, biochemical, fluorescence polarization, TAMRA-MyoIIA peptide | inhibition, % at 10.7 µM | AID 652163, 2013 | Protein S100-A4 (Homo sapiens), P26447 | 360,000 compounds, 0.14% hits;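 active = mean inhibition of at least 70% across replicates, with every replicate also reaching that level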
# Target sequence (P26447 whole entry, looked up): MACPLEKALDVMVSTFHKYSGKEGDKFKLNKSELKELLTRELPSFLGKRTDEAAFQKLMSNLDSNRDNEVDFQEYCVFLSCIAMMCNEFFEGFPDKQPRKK
#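 Assay system: human S100A4 monomer with TAMRA-labelled myosin IIA peptide / Buffer or medium: Calcium-containing HEPES buffer, pH 7.2 / Reagent: TAMRA-labelled myosin IIA heavy-chain peptide probe, 5 nM / Compound: one dose per compound / Timing: polarization read 5 min after assay mix addition, stable 5–60 min / Benchmarks: neutral control DMSO, positive control TFP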
# ERAP1 inh: human ERAP1 aminopeptidase inhibitors, primary screen, biochemical, single point, plate reader; inhibition, % at 10.7 µM; Endoplasmic reticulum aminopeptidase 1 (Homo sapiens), Q9NZ08; recombinant ERAP1, Leu-AMC fluorescence, 60 min; 340,000 compounds, 0.15% hits;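 active = mean replicate inhibition of at least 30%, or all replicates individually reaching that 30% level; inactive = mean below 30% and not every replicate reaching it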;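 note: 0% = neutral control wells and 100% = L-leucinethiol positive control wells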
# Target sequence (Q9NZ08 whole entry, looked up): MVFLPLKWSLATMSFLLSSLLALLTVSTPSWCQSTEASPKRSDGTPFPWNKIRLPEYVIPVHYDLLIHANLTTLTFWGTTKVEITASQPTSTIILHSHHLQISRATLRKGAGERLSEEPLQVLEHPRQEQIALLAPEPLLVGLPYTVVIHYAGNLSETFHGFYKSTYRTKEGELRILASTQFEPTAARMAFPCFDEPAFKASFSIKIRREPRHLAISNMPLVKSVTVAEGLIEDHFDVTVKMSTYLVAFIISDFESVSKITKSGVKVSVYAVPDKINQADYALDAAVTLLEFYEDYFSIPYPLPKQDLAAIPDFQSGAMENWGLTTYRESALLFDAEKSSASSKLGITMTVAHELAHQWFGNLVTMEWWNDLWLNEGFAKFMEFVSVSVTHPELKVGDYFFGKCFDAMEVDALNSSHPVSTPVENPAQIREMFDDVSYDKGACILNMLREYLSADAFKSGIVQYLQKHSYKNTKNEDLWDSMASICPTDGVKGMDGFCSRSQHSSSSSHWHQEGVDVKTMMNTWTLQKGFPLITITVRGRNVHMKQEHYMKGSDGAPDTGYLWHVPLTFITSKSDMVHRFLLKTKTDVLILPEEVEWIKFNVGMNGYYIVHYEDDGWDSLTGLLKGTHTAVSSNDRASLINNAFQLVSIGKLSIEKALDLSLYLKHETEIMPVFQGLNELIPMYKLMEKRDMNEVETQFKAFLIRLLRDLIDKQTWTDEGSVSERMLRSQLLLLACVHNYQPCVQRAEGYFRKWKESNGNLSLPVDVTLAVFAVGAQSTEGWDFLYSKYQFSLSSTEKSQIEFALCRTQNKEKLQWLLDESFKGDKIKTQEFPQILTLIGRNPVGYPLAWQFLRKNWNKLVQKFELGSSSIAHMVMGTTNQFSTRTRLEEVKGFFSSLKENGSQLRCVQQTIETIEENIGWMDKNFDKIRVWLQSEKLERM
# PGC1a acetyl inh: inhibitors of PGC1a acetylation signal, primary screen, cell-based, U2OS, AlphaScreen, inhibitor mode; AlphaScreen anti-acetyl-lysine; with virally co-expressed GCN5 acetyltransferase; inhibition, % at 15.6 µM; 350,000 compounds, 0.17% hits; AID 651687, 2012;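 active = every replicate shows inhibition of at least 40%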;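 note: 0% = neutral control wells and 100% = positive control wells; some results beyond the cut were filed as inactive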
# FN deposition inh: inhibitors of fibronectin matrix deposition, primary screen, AH1F cells, Alexa488-fibronectin fluorescence, plate reader. AH1F fibroblasts, overnight. inhibition, % at 12.6 µM. 350,000 compounds, 0.086% hits;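 active = mean inhibition across replicates of 30% or more, regardless of how many single replicates reach that level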;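 note: positive control wells lacked labelled fibronectin entirely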
#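 test system = AH1F fibroblasts assembling fluorescent fibronectin matrix | quantity = 10000 AH1F cells per well | buffer or medium = DMEM plus 2% serum, read in PBS | doses = single dose, pinned | incubation = 1 h cell attachment, overnight exposure to compound and label | detection = fluorescence at 485 nm excitation, 525 nm emission | read-out basis = inhibition from reduced deposited-fibronectin fluorescence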
# PAX8 reporter: inhibitors of PAX8-driven TPO luciferase reporter, primary screen, RMG-I cells, single concentration; SteadyGlo, 24 h; inhibition, % at 12.6 µM; 360,000 compounds, 1.2% hits;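 active = mean replicate inhibition at least 60% with every replicate also reaching 60%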;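 note: luciferase light reporting Pax8 driven TPO promoter activity; plate controls were median of neutral control wells for no effect and mitoxantrone controls for full effect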
# LGR2 inh: inhibitors of bursicon-induced LGR2 CRE-luciferase signal, primary screen, cell-based, HEK293, CRE-luciferase reporter, bursicon stimulation; 380,000 compounds, 0.35% hits; inhibition, % at 9.99 µM; Drosophila bursicon receptor LGR2 (rickets); bursicon-stimulated, 4 h;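 active = drop in luminescence signal, shown as inhibition above about 50% in the replicate tests, limit read from the data, passing the limit was not always enough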;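 note: agonist challenge used bursicon conditioned medium at about half maximal strength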
# EWS-Fli inh: EWS/Fli-driven NR0B1 reporter inhibitors, primary screen, A673 cells, NR0B1 luciferase, luminescence, MLPCN library; viability-normalised; inhibition, % at 12.6 µM; 350,000 compounds, 0.67% hits; AID 651661, 2012;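 active = mean inhibition of at least 50% after viability correction, with every replicate also passing that limit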;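 note: firefly luciferase signal divided by Alamar Blue viability fluorescence both relative to DMSO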
# PglD inh: C. jejuni PglD acetyltransferase inhibitors, primary screen, biochemical, DTNB colorimetric, single point; purified PglD enzyme, DTNB colorimetric CoA detection; inhibition, % at 12.5 µM; 360,000 compounds, 0.098% hits; in the data active = inhibition above about 16%, passing the limit was not always enough; note: strong numbers were not always called active
# * hit, by the source's call; . = not tested or not shown.
SMILES,S100A4 MyoIIA,ERAP1 inh,PGC1a acetyl inh,FN deposition inh,PAX8 reporter,LGR2 inh,EWS-Fli inh,PglD inh
CCCCCCC1CCC(C(=O)N2CCOCC2)CC1 (stereo unspecified),-10,1,.,-7,-21,10,-8,.
C[C@@H]1CCCCO[C@@H](CN(C)Cc2ccc(C(=O)O)cc2)[C@H](C)CN([C@H](C)CO)C(=O)c2cc(NC(=O)c3ccncc3)ccc2O1,16,-2,0,.,-3,5,-9,4
COc1ccc(NC(=O)CN(C)C(=O)CNC(=O)c2sc3ccccc3c2Cl)cc1,-4,-1,-7,-2,-150,-37,-68,-3
Cc1ccccc1CNC(=O)c1csc([C@H]2C[C@H](O)[C@@H](CO)O2)n1,-2,1,-2,-5,0,15,-8,0
COCC(=O)Nc1ccc2c(c1)[C@H]1C[C@@H](CC(=O)N[C@H](C)c3ccccc3)O[C@@H](CO)[C@H]1O2,2,0,0,-12,9,-14,-4,1
CC1CCCC(NC(=O)c2ccc3snnc3c2)C1C (stereo unspecified),2,-1,-2,16,-17,1,-17,1
Cc1cccc(NC(=O)CCNS(=O)(=O)c2ccc(Cl)cc2)c1,0,0,.,7,29,10,1,3
COc1ccc2c3c(n(C)c2c1)[C@H](CO)N(S(C)(=O)=O)CC31CCN(CC2CCCC2)CC1,-13,0,.,.,-6,-14,-10,.
CCN(Cc1ccncc1)C(=S)Nc1c(C)cccc1C,.,.,.,9,14,14,.,2
CCS(=O)(=O)Nc1ccc(C(=O)NCCSc2ccccc2)cc1,-7,2,3,-2,-50,-49,-70,-8
CN(C)CCCNC(=O)C[C@@H]1CC[C@@H](NS(=O)(=O)c2ccccc2)[C@@H](CO)O1,2,0,-2,15,-3,-6,-17,-3
Cc1ccc(N2C(=O)[C@@H]3C(c4cccnc4)=NO[C@@H]3C2=O)cc1,-2,3,10,17,-7,11,-2,0
CN1c2ccc(-c3ccc(F)cc3)cc2[C@@H]2[C@@H](CCN2C(=O)Nc2ccc(F)cc2)[C@@H]1CO,.,.,20,-8,-5,6,0,0
O=C(NN=C(Cc1ccccc1)Cc1ccccc1)c1ccccc1F,1,-1,.,7,-45,-18,-12,.
Cc1ccc(S(=O)(=O)N[C@@H]2C=C[C@@H](CC(=O)NCCc3ccncc3)O[C@@H]2CO)cc1,-12,1,3,.,-6,-10,9,0
Cc1ccc(-n2c(SCC(=O)N(C)C3CCS(=O)(=O)C3)nc3ccccc3c2=O)cc1 (stereo unspecified),-4,1,5,.,7,23,-6,.
C[C@H]1CN([C@@H](C)CO)C(=O)c2cccc(NS(=O)(=O)c3ccc(Cl)cc3)c2O[C@H]1CN(C)Cc1ccc(C(=O)O)cc1,4,2,-2,.,.,-12,-5,-4
CCOC(=O)/C(=N\Nc1ccccc1)P(=O)(c1ccccc1)c1ccccc1,-3,6,9,2,1,5,17,-2
COc1ccc(-c2coc3cc(OC)cc(OC)c3c2=O)cc1,3,-3,-6,.,.,-97,-116,3
C[C@@H]1CCCCO[C@@H](CN(C)Cc2ccncc2)[C@H](C)CN([C@@H](C)CO)C(=O)c2cc(NC(=O)Nc3ccccc3)ccc2O1,-5,1,-3,-3,3,17,.,5
CCOc1ccc(S(=O)(=O)N2CCN(CC(O)COc3cccc([N+](=O)[O-])c3)CC2)cc1 (stereo unspecified),1,2,-14,5,-7,-6,12,-4
CCCCNC(=O)c1onc(CSc2ccc(C)c(C)c2)c1C(=O)O,-2,2,.,0,0,-4,-4,4
O=C(C1CCCCC1)N1C[C@@H](n2cc(-c3ccc(F)cc3)nn2)[C@H](O)C[C@@H]1c1ccc(Cl)cc1,-1,-3,-10,3,15,14,4,1
CS(=O)(=O)Nc1ccc2c(c1)[C@@H]1C[C@@H](CC(=O)NC3CCCC3)O[C@@H](CO)[C@@H]1O2,-12,-1,2,.,9,0,6,-2
Cc1ccc(S(=O)(=O)Nc2ccc3c(c2)CC(=O)N([C@H](C)CO)C[C@@H](C)[C@H](CN(C)Cc2ccc(Oc4ccccc4)cc2)O3)cc1,12,-2,-2,.,-29,1,14,1
COc1ccc(N(C(=O)c2snc(C(N)=O)c2N)C(C(=O)NC2CCCCC2)c2ccc(F)cc2)c(OC)c1 (stereo unspecified),-2,-1,-53,3,-11,6,49,-5
COc1ccc(CNC(=O)COC(=O)c2cc3ccccc3o2)cc1,11,1,.,3,-8,-12,-7,-5
COc1ccc(N2CCN(C(=O)c3nc4nc(C)cc(C)n4n3)CC2)cc1,-6,-3,4,-3,22,15,6,6
CCc1ccccc1NC(=O)CN1CCN(C(=O)C(C)NC(=O)c2ccc(Cl)cc2)CC1 (stereo unspecified),-3,-1,3,9,.,1,0,4
Cc1ccc(OCC(=O)NC(C)c2ccc(Cl)c(Cl)c2)c([N+](=O)[O-])n1 (stereo unspecified),-1,2,3,6,13,-3,21,4
COCCn1c(SCC(=O)Nc2cc(C)on2)nc2ccccc2c1=O,11,1,.,-7,-4,-2,-1,2
C#CCn1c(O)c(N=NC(=O)CNC(=O)c2cccnc2)c2ccccc21,4,-2,.,-8,3,-16,.,-2
COC(=O)c1c(C)oc2ccc(N(C(=O)Oc3ccccc3)S(=O)(=O)c3ccccc3)cc12,0,-6,2,6,51,-3,6,.
C/C(=N\Nc1nc(-c2ccccc2O)nc2ccccc12)c1ccccc1,-1,1,1,7,-4,-42,-26,.
CS(=O)(=O)c1ccc(CNC(=O)C2(C(F)(F)F)CC(CCCO)CCCO2)cc1 (stereo unspecified),-1,.,.,-2,22,0,59*,.
O=C(NC1CC1)C1CCN(C2CCN(C(=O)/C=C/c3cccc(F)c3F)CC2)CC1,-5,-2,1,.,-5,6,6,1
CCN(CC)CCCSc1nc2ccccc2s1,-2,4,3,1,-19,-23,-30,1
Cc1ccc(S(=O)(=O)N2CCN(C(=O)Cn3c(=O)cnc4ccccc43)CC2)cc1,1,6,-1,-4,11,12,-2,2
C=CCNC(NC(=O)c1ccccc1)(C(=O)OCC)C(F)(F)F (stereo unspecified),.,.,-9,1,11,.,.,6
Nc1nnc(SCC(=O)c2ccc3c(c2)NC(=O)CO3)s1,-3,0,.,-2,-9,22,-2,.

# Record cards, from the list above. Order of values: S100A4 MyoIIA, ERAP1 inh, PGC1a acetyl inh, FN deposition inh, PAX8 reporter, LGR2 inh, EWS-Fli inh, PglD inh
# O=C(NC1CC1)C1CCN(C2CCN(C(=O)/C=C/c3cccc(F)c3F)CC2)CC1 is listed with -5, -2, 1, ., -5, 6, 6, 1
# COCCn1c(SCC(=O)Nc2cc(C)on2)nc2ccccc2c1=O is listed with 11, 1, ., -7, -4, -2, -1, 2
# C/C(=N\Nc1nc(-c2ccccc2O)nc2ccccc12)c1ccccc1 is listed with -1, 1, 1, 7, -4, -42, -26, .
# Cc1ccc(S(=O)(=O)N2CCN(C(=O)Cn3c(=O)cnc4ccccc43)CC2)cc1 is listed with 1, 6, -1, -4, 11, 12, -2, 2
# CS(=O)(=O)c1ccc(CNC(=O)C2(C(F)(F)F)CC(CCCO)CCCO2)cc1 (stereo unspecified) is listed with -1, ., ., -2, 22, 0, 59*, .

# Next compounds:
SMILES,S100A4 MyoIIA,ERAP1 inh,PGC1a acetyl inh,FN deposition inh,PAX8 reporter,LGR2 inh,EWS-Fli inh,PglD inh
CCOC(=O)CSc1nc(C)c2cccc(C)c2n1,-2,2,.,3,15,-13,10,.
CN(C)CCCN(C(=O)CCOc1ccccc1)c1nc2c(F)cccc2s1,-3,.,-1,-4,87*,16,15,.
CC(C)NC(=O)N(C)C[C@H]1Oc2cc(-c3ccccc3F)ccc2S(=O)(=O)N([C@@H](C)CO)C[C@H]1C,12,-3,13,1,.,13,6,-29
C[C@@H]1CN([C@@H](C)CO)C(=O)c2cc(C#CC3CCCC3)cnc2O[C@H]1CN(C)C(=O)C1CC1,-29,-1,-3,-8,.,-3,9,-2
Nc1cccc(CCc2ccncc2)c1,-4,-2,1,1,-2,14,-6,-1
C[C@H]1CN([C@@H](C)CO)C(=O)c2cc(NC(=O)Cc3cn(C)c4ccccc34)ccc2O[C@@H]1CN(C)Cc1ccc2c(c1)OCO2,3,0,3,-5,15,0,22,1
CO[C@@H]1CN(C)C(=O)c2cc(NS(C)(=O)=O)ccc2OC[C@@H](C)N(Cc2ccccc2)C[C@H]1C,0,-6,9,-7,14,6,1,-1
Cc1cc2c(NC(=O)Nc3ccc(C(F)(F)F)cc3)cccc2nn1,10,1,.,-8,25,-13,2,.
CNC[C@@H]1Oc2ccc(NC(=O)Nc3ccc(F)cc3)cc2CC(=O)N([C@@H](C)CO)C[C@H]1C,-36,1,-1,-2,-14,-4,-2,-4
Cc1nc(SCc2ccc([N+](=O)[O-])cc2)n[nH]1,-5,-1,.,7,23,-2,-38,5
CC(C)CCNC(=O)c1onc(CSc2ccccc2)c1C(=O)NCCC(C)C,-1,-1,-29,0,5,11,22,-9
COc1ccccc1OCCCC(=O)Nc1ccc([N+](=O)[O-])cc1Br,0,1,.,12,0,16,0,0
CCCCNC(=O)/C=C/c1ccc(OC)c(Br)c1,.,.,10,-8,.,-20,.,-4
O=C1CN(C(=O)CNCc2ccc(Cl)cc2)c2ccccc2N1,-4,-4,10,-6,8,-3,8,3
CCCCN(C)CCn1c(=S)[nH]c2ncccc2c1=O,.,.,-10,1,5,.,.,-5
CN1CCCC(OC(=O)c2cc(F)c(F)c(F)c2F)C1 (stereo unspecified),-21,3,5,4,11,-6,1,-4
COCC(=O)N1[C@H](C#N)[C@H](c2ccccc2-c2ccc(C)cc2)[C@@H]1CO,-1,1,-6,-12,.,-3,-10,.
C[C@H](O)C#Cc1ccc([C@H]2[C@@H](CO)N3CCCCN(C(=O)c4ccc(F)cc4)C[C@H]23)cc1,-6,4,0,.,4,1,4,-2
CCOc1ccccc1CN1CCN(Cc2cc3ccccc3[nH]2)CC1CCO (stereo unspecified),0,0,-15,-12,17,.,25,1
COC(=O)[C@]1(Cc2ccccc2)N[C@H](CN(C)C(=O)C2CCCCC2)[C@@H]2C(=O)N(C)C(=O)[C@@H]21,-3,-5,.,11,12,-13,7,2
Cc1ccc(-n2cc(CN3CCN(c4ccccn4)CC3)c(-c3ccc(F)cc3)n2)cc1,0,-1,.,.,9,-13,0,-4
COc1ccc(N=C2NC(=O)/C(=C/C=C/c3ccccc3)S2)cc1,-1,.,1,-15,6,-8,11,2
C/C=C/c1cnc2c(c1)C(=O)N([C@@H](C)CO)C[C@@H](C)[C@@H](CN(C)Cc1ccccc1)O2,2,0,22,9,.,9,-1,1
O=C(C[C@H]1C=C[C@@H](NS(=O)(=O)c2ccccc2)[C@@H](CO)O1)NCc1ccncn1,7,0,5,.,-8,5,1,2
O=C(COc1ccccc1)NCCSc1ccccc1,.,.,-3,9,-151,.,.,-8
C[C@H]1CN([C@@H](C)CO)C(=O)c2cccc(NC(=O)c3ccncc3)c2O[C@@H]1CN(C)Cc1ccc2c(c1)OCO2,4,-1,2,-2,2,-14,1,-4
O=C(CN1C(=O)C2C3C=CC(C3)C2C1=O)OCC(=O)c1ccc(Br)cc1 (stereo unspecified),-4,-3,1,8,-25,4,10,3
C[C@@H]1CN([C@H](C)CO)C(=O)c2cccc(NC(=O)Nc3ccc(F)cc3)c2O[C@H]1CN(C)C(=O)Nc1ccccc1,1,0,3,.,.,3,4,6
